# pPAFAH FP inh: pPAFAH (human) enzyme inhibition; 330,000 compounds, 1.5% hits; Q13093; recombinant pPAFAH, FP-rhodamine probe fluorescence polarization; inhibition, % at 3.39 µM;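 active = inhibition above the mean inhibition across the screen plus 3 SD, cut at about 25% in these data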;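 note: inhibitors block binding of the rhodamine activity-based probe so polarization drops; 0% = enzyme with DMSO and 100% = wells lacking pPAFAH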
# Target sequence (Q13093 whole entry, looked up): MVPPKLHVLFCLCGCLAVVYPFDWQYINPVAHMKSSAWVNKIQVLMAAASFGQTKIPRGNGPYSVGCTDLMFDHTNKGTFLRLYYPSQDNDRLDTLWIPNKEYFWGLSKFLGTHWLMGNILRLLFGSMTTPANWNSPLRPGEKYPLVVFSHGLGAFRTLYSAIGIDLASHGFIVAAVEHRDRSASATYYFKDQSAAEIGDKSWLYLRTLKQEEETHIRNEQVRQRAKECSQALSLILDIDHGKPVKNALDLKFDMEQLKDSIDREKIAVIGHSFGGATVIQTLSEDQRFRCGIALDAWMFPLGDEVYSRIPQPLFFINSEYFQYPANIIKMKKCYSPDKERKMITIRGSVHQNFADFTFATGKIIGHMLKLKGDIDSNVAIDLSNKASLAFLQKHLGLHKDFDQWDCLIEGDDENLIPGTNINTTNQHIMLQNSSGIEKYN
# LYPLA2 inh: LYPLA2 (human) inhibition in PME1 counter-screen | inhibition, % at 5.9 µM | O95372 | 320,000 compounds, 0.38% hits | recombinant LYPLA2, FP-Rh probe fluorescence polarization | AID 2177;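 active = inhibition above the screen-wide mean plus 3 SD, limit set per campaign, cut at about 26% in these data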;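 note: 0% = LYPLA2 with DMSO and 100% = wells lacking LYPLA2 enzyme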
# LYPLA1 counter: blocks human lysophospholipase 1, a PME1 counter-screen; O75608; recombinant LYPLA1, FP-Rh probe fluorescence polarization; inhibition, % at 5.9 µM; 320,000 compounds, 0.16% hits;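 active = inhibition above the mean of all tested compounds plus 3 SD, set per campaign, cut at about 14% in these data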;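 note: inhibitors block serine hydrolase probe labeling of LYPLA1 so polarization falls; 0% = enzyme with DMSO and 100% = wells lacking LYPLA1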
# EBNA-1 inhibitor: blocks EBNA-1 binding to DNA; EBNA-1 DNA binding, fluorescence polarization; inhibition, % at 14.8 µM; 300,000 compounds, 0.34% hits; in the data active = inhibition above about 28%
# ZTA counter: blocks Epstein-Barr virus ZTA, an EBNA-1 counter-screen; ZTA-DNA binding, fluorescence polarization; inhibition, % at 11 µM; 320,000 compounds, 0.15% hits; AID 2234; in the data active = inhibition above about 33%
# Target sequence (P03206 whole entry, looked up): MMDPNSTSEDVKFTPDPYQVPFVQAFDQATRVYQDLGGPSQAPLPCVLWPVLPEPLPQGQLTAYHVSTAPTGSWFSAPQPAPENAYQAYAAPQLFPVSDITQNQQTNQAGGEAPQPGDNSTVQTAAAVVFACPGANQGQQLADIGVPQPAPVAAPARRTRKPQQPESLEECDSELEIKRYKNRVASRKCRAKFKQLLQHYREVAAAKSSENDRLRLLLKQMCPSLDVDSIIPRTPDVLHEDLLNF
# PAFAH1B3 inh: PAFAH1B3 (human) inhibition; Q15102; recombinant PAFAH1B3, FP-rhodamine probe, fluorescence polarization; inhibition, % at 3.39 µM; 340,000 compounds, 0.28% hits;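 active = inhibition above the screen-wide average of all tested compounds plus 3 SD, cut at about 25% in these data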;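 note: 0% = enzyme with DMSO only and 100% = wells lacking PAFAH1B3 protein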
# Target sequence (Q15102 whole entry, looked up): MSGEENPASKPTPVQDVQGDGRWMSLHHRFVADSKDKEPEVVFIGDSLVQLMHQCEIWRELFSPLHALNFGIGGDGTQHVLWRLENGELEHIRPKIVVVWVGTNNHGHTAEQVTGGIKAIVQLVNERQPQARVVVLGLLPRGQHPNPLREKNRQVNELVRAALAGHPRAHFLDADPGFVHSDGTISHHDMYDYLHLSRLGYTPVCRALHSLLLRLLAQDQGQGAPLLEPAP
# PREPL inh: inhibitors of human prolyl oligopeptidase-like enzyme PREPL; inhibition, % at 5.96 µM; 320,000 compounds, 0.68% hits; recombinant PREPL, fluorescence polarization activity-based probe; in the data active = inhibition above about 43%;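 note: 0% = enzyme with DMSO and 100% = wells lacking enzyme; many of its hits are not listed in these tables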
# PAFAH2 inh: inhibitors of human PAFAH2; recombinant PAFAH2, FP-rhodamine activity probe, fluorescence polarization; inhibition, % at 3.39 µM; 340,000 compounds, 0.99% hits; AID 492956;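 active = inhibition above the mean over all tested compounds plus 3 SD, cut at about 30% in these data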;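 note: inhibitors block probe labeling of enzyme so polarization drops; 0% = enzyme with DMSO and 100% = wells lacking PAFAH2 protein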
# PAFAH1B2 inh: blocks human PAF acetylhydrolase 1b catalytic subunit 2; recombinant PAFAH1B2, FP-rhodamine activity probe, fluorescence polarization; inhibition, % at 3.39 µM; 340,000 compounds, 1.2% hits; AID 492953;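 active = inhibition above the mean of all tested compounds plus 3 SD, cut at about 24% in these data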;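 note: 0% = enzyme with DMSO and 100% = wells lacking PAFAH1B2; many of its hits are not listed in these tables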
# * hit, by the source's call; x = not tested or not shown. The list is partial; rates above refer to the full screens.
# Start of the data: the first 7 records as a preview:
1	CN(C)C(=O)C1CC(=O)OC12CCCCC2 (configuration not stated)
2	O=[N+]([O-])c1ccc2nc(NCCCO)nc(-c3ccccc3)c2c1
3	COc1cc(CN2CC(=O)N(c3ccccc3Cl)C2=S)cc(OC)c1OC
4	CCCCn1c(=O)[nH]c(=O)c2c(C(=O)OCC)cc(-c3cccs3)nc21
5	Cc1ccc(C(=O)C[n+]2ccccc2C)cc1[N+](=O)[O-]
6	CCOc1cccc(-c2nnc(SCC(=O)Nc3cc(OC)cc(OC)c3)n2N)c1
7	O=C1CC(c2ccccc2)CC(=O)C1=CN1CCCC1 (configuration not stated)
entry no.,1,2,3,4,5,6,7
pPAFAH FP inh,5,4,3,2,4,-2,0
LYPLA2 inh,1,6,-1,1,0,-2,-3
LYPLA1 counter,0,3,-3,-4,3,-2,-1
EBNA-1 inhibitor,8,2,-9,3,5,7,-8
ZTA counter,11,2,1,12,10,13,16
PAFAH1B3 inh,-2,5,4,5,4,4,x
PREPL inh,0,11,-6,3,22,1,7
PAFAH2 inh,-5,0,3,-2,11,-5,x
PAFAH1B2 inh,4,1,2,-1,4,6,x

# The listing, from the start:
1	CN(C)C(=O)C1CC(=O)OC12CCCCC2 (configuration not stated)
2	O=[N+]([O-])c1ccc2nc(NCCCO)nc(-c3ccccc3)c2c1
3	COc1cc(CN2CC(=O)N(c3ccccc3Cl)C2=S)cc(OC)c1OC
4	CCCCn1c(=O)[nH]c(=O)c2c(C(=O)OCC)cc(-c3cccs3)nc21
5	Cc1ccc(C(=O)C[n+]2ccccc2C)cc1[N+](=O)[O-]
6	CCOc1cccc(-c2nnc(SCC(=O)Nc3cc(OC)cc(OC)c3)n2N)c1
7	O=C1CC(c2ccccc2)CC(=O)C1=CN1CCCC1 (configuration not stated)
8	Cc1ccccc1NC(=O)N(C(C)C)C(C)C
entry no.,1,2,3,4,5,6,7,8
pPAFAH FP inh,5,4,3,2,4,-2,0,1
LYPLA2 inh,1,6,-1,1,0,-2,-3,1
LYPLA1 counter,0,3,-3,-4,3,-2,-1,2
EBNA-1 inhibitor,8,2,-9,3,5,7,-8,-7
ZTA counter,11,2,1,12,10,13,16,-20
PAFAH1B3 inh,-2,5,4,5,4,4,x,9
PREPL inh,0,11,-6,3,22,1,7,-4
PAFAH2 inh,-5,0,3,-2,11,-5,x,2
PAFAH1B2 inh,4,1,2,-1,4,6,x,-1

9	O=C(NCCOc1ccccc1)C1CCC(=O)N(CCN2CCOCC2)C1 (configuration not stated)
10	Cc1ccc(NC(=O)C(OC(=O)c2cc(C)oc2C)c2ccccc2)cc1 (configuration not stated)
11	CC(C)(C)CN1CCNC(=O)C1CC(=O)NC1Cc2ccccc2C1 (configuration not stated)
12	COc1ccc(C2CC(=O)C=C(NCCC(C)C)C2)cc1 (configuration not stated)
13	CCCCNC(=O)c1onc(CSc2ccccn2)c1C(=O)NCCCC
14	Cc1c(N=C2SCC(=O)N2c2c(C)n(C)n(-c3ccccc3)c2=O)c(=O)n(-c2ccccc2)n1C
15	CCOC(=O)Cc1c[nH]c(=S)[nH]c1=O
16	O=C(COC(=O)c1ccncc1)c1ccccc1
entry no.,9,10,11,12,13,14,15,16
pPAFAH FP inh,3,1,2,4,1,3,-1,-5
LYPLA2 inh,5,-15,-5,11,2,-3,-5,1
LYPLA1 counter,1,-6,-5,3,-1,3,-2,-2
EBNA-1 inhibitor,-1,10,8,0,6,-4,14,-16
ZTA counter,-10,-24,6,7,1,1,2,5
PAFAH1B3 inh,5,-7,7,-2,4,-6,9,5
PREPL inh,0,-6,-3,9,11,12,-9,10
PAFAH2 inh,-1,-31,3,3,0,-3,3,-6
PAFAH1B2 inh,3,-3,8,4,1,2,4,2

17	Cc1cc(C)n2nc(SCC(=O)c3ccc[nH]3)nc2n1
18	O=C(COC(=O)Cn1cnc2ccccc2c1=O)NNC(=O)c1ccc(Br)cc1
19	O=C(CNCc1ccc(F)cc1)Nc1cc(S(=O)(=O)N2CCOCC2)ccc1Cl
20	NS(=O)(=O)c1c(Sc2ccccc2C(=O)O)ccc2ccccc12
21	CCOC(=O)c1cc2c(=O)[nH]ccc2nc1C(F)(F)F
22	CC(=O)Nc1sc(N/N=C/c2ccccc2F)nc1-c1ccc(C)cc1
23	CCCCCN(C(=O)CCC(=O)OCc1ccccc1Cl)c1c(N)n(CCCC)c(=O)[nH]c1=O
24	Cc1cc(C)n(CC(C)O)c(=O)c1C#N (configuration not stated)
entry no.,17,18,19,20,21,22,23,24
pPAFAH FP inh,8,1,6,3,-3,11,-5,5
LYPLA2 inh,4,x,x,0,-2,-4,-2,-1
LYPLA1 counter,0,x,x,-3,-1,-3,3,1
EBNA-1 inhibitor,5,x,x,0,-6,-8,-2,11
ZTA counter,-17,x,x,1,-10,-8,9,3
PAFAH1B3 inh,-1,13,6,7,9,4,6,6
PREPL inh,11,24,16,10,-7,3,14,9
PAFAH2 inh,10,5,-1,-1,1,8,-4,6
PAFAH1B2 inh,8,7,2,-3,5,9,6,2

25	COc1cc(CNCc2cc(OC)c(OC)c(OC)c2)cc(OC)c1
26	O=C(Nc1ccc2ccccc2c1)c1ccc(Cl)cc1
27	COc1ccc([N+](=O)[O-])c(OC)c1C(=O)Nc1ccc(F)cc1F
28	CCN(C(=O)c1c(-c2ccccc2Cl)noc1C)C1CCCCC1
29	Cc1c(NC(=S)NC(=O)C(c2ccccc2)c2ccccc2)cccc1C(=O)O
30	Cc1c(C(=O)Nc2ccccc2-c2ccccc2)cccc1[N+](=O)[O-]
31	COc1ccc(CCNC(=O)CCCN2C(=O)c3ccccc3C2=O)cc1OC
32	CCN(C(=O)CSc1nnc(-c2ccncc2)n1Cc1ccccc1)C1CCS(=O)(=O)C1 (configuration not stated)
entry no.,25,26,27,28,29,30,31,32
pPAFAH FP inh,-2,-1,3,4,1,-2,0,0
LYPLA2 inh,6,-3,3,8,0,-2,-1,-4
LYPLA1 counter,-2,-2,-2,-1,0,-1,1,-4
EBNA-1 inhibitor,14,5,-2,7,5,0,12,0
ZTA counter,-3,-1,13,7,7,-13,4,11
PAFAH1B3 inh,8,2,-1,12,6,4,-1,1
PREPL inh,-32,0,1,6,-16,7,4,0
PAFAH2 inh,-2,3,4,-1,-1,-4,-1,8
PAFAH1B2 inh,-1,-4,2,3,16,0,-1,2

33	Cc1ccc(Nc2c([N+](=O)[O-])ccc3c2=NC2(CCCCC2)N=3)cc1
34	Cc1cc(C)n2nc(C(=O)N3CCOCC3)nc2n1
35	CCOC(=O)N1CCN(C(=O)C(C)SCc2ccccc2)CC1 (configuration not stated)
36	O=C(Nc1ccc(Cl)cc1)NC1(C(=O)NCCCN2CCOCC2)CCCCC1
37	CCOc1ccc(-c2[nH]ncc2Oc2ccccc2OCC)c(O)c1
38	CNc1nc(C)c(C#N)c(-c2ccccc2)c1C(C)=O
39	CCc1nnc(NC(=O)c2ccc(S(C)(=O)=O)cc2)s1
40	CN1CCN(CC(O)COCCOc2ccc(Br)cc2)CC1 (configuration not stated)
entry no.,33,34,35,36,37,38,39,40
pPAFAH FP inh,6,-1,-1,5,6,2,1,4
LYPLA2 inh,14,-1,2,1,-8,3,13,6
LYPLA1 counter,1,-2,2,-4,-9,-2,4,0
EBNA-1 inhibitor,-5,-10,10,1,4,2,4,10
ZTA counter,-12,3,15,18,21,8,-6,-1
PAFAH1B3 inh,21,4,2,-8,9,6,1,3
PREPL inh,8,9,4,4,12,-20,14,19
PAFAH2 inh,22,-6,6,-7,-1,3,-4,0
PAFAH1B2 inh,10,-8,3,5,-1,-3,4,6

41	C/C(=N\NC(=O)c1nnn(-c2nonc2N)c1CN(C)c1ccccc1)c1ccccc1O
42	COc1cccc(CNCC(=O)N2C(C)CCCC2C)c1 (configuration not stated)
43	COc1ccc(NC(=O)Cc2c(Sc3ccccc3)c3ccccc3n2C)cc1
44	CCCCCC(=O)N1CC2(CC)CN(C(=O)CCCCC)CC(CC)(C1)C2=O
45	Cc1ccc(S(=O)(=O)CC(=O)Nc2ccccn2)cc1
46	Nc1nnc(SCc2ccc(F)cc2)s1
47	COc1ccc(CCNC(=O)c2cc3c(=O)n4cccc(C)c4nc3n(Cc3ccco3)c2=N)cc1OC
48	COc1ccccc1C(CNC(=O)c1cc(S(=O)(=O)N2CCOCC2)ccc1C)N1CCCC1 (configuration not stated)
entry no.,41,42,43,44,45,46,47,48
pPAFAH FP inh,16,2,3,2,4,2,5,0
LYPLA2 inh,-1,1,-4,6,-5,0,5,-3
LYPLA1 counter,-5,-3,-6,1,-4,1,4,-1
EBNA-1 inhibitor,-18,7,-2,-6,12,14,-9,x
ZTA counter,-20,17,3,-13,-5,13,-10,13
PAFAH1B3 inh,18,6,4,7,9,-4,3,6
PREPL inh,-4,15,11,-5,-4,3,26,-3
PAFAH2 inh,24,0,-2,-5,1,-2,11,6
PAFAH1B2 inh,7,1,1,6,5,7,3,6

49	COc1ccc(NC(=O)Nc2cccc(C)n2)c(OC)c1
50	CCn1c(CSc2nnc(-c3ccncc3)n2CCOC)nc2cc(C(=O)O)ccc21
51	CCC(=O)Nc1sc2c(c1C(=O)N(C)C)CCCCC2
52	COc1ccc(C(C#N)c2ccc(=O)[nH]n2)cc1 (configuration not stated)
53	COc1ccc(N2CCN(C(=O)COC(=O)c3ccc(-n4nc(C)cc4C)cc3)CC2)cc1
54	O=C(Nc1ccc(-c2cnco2)cc1)c1ccc(F)cc1F
55	CC(C(=O)Nc1ccc(C(N)=O)cc1)N1C(=O)c2ccccc2S1(=O)=O (configuration not stated)
56	CCOc1ncccc1C(=O)OCC(=O)Nc1cc(S(=O)(=O)N2CCOCC2)ccc1C
entry no.,49,50,51,52,53,54,55,56
pPAFAH FP inh,5,30*,3,-2,10,0,-13,8
LYPLA2 inh,-5,39*,7,4,43*,-1,1,-4
LYPLA1 counter,-1,31*,2,0,7,3,3,1
EBNA-1 inhibitor,-12,5,-4,3,x,1,-4,-10
ZTA counter,0,37*,-19,8,-6,-1,-15,3
PAFAH1B3 inh,17,27*,0,11,3,7,4,0
PREPL inh,8,23,-5,-15,20,1,-11,-4
PAFAH2 inh,0,47*,1,2,-2,-5,0,42*
PAFAH1B2 inh,-1,36*,3,8,-6,17,-4,-3

57	O=C(NCC(=O)N(CC1CCCO1)C(C(=O)NC1CCCCC1)c1cccnc1)c1cccs1 (configuration not stated)
58	Nc1nc(=S)c2[nH]cnc2[nH]1
59	COc1cccc(N2CN(C3CCCCC3)CNC2=S)c1
60	Cc1ccc(-c2nc(NCC3CCCO3)sc2C)cc1 (configuration not stated)
61	COc1ccc(NC(=O)c2ccco2)cc1NC(=O)c1cccc(OC(C)C)c1
62	COc1ccc(C=C2c3ccccc3C(=O)c3ccccc32)c(OC)c1
entry no.,57,58,59,60,61,62
pPAFAH FP inh,6,2,-3,2,9,3
LYPLA2 inh,-2,-4,4,2,6,-5
LYPLA1 counter,1,-3,0,0,1,-3
EBNA-1 inhibitor,1,-9,-14,1,4,-1
ZTA counter,22,7,-6,20,-10,-3
PAFAH1B3 inh,3,3,3,11,-3,2
PREPL inh,4,-5,12,0,7,5
PAFAH2 inh,-2,6,-1,6,10,11
PAFAH1B2 inh,5,3,5,-3,11,2
